# Compound activity (PubChem BioAssay)
# NPSR antag: antagonists of human neuropeptide S receptor cAMP signaling. Q6W5P4. actives 1% (n = 220,000). CHO-NPSR cells, cAMP TR-FRET, antagonist mode. Potency, µM (titrated, usually from 38.3 µM), without a hit: top-dose activity change, negative = inhibition, actives largely listed as inhibitors; further: potency means the concentration at half of the fitted maximal effect; on the % scale 0 is the no-effect control and ±100 the full control effect; nearly all actives have a fitted effect of over 50% in size; many of its hits are not listed in these tables
# Target sequence (Q6W5P4 whole entry, looked up): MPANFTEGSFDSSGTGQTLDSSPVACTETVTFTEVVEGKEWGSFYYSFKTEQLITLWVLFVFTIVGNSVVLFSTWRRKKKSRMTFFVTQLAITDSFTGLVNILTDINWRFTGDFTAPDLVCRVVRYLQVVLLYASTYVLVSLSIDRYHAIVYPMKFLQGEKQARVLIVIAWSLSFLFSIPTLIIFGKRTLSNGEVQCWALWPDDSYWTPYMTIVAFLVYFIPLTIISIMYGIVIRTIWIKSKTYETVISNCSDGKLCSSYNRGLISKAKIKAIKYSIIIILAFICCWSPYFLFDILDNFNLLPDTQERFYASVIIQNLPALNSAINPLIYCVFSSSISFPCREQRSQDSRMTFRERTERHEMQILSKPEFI
# CBFb-RUNX1 inh: blocks binding between human CBF-beta and RUNX1 | AlphaScreen CBFb-His/RUNX1-biotin binding, biochemical | Potency, µM (series often up to 59.8 µM), for the others: top-dose activity, negative = inhibition, most hits filed as inhibitors | 230,000 tested, under 10 active | AID 1477; further: % of control where 0% means no effect
# Target sequence (Q01196 whole entry, looked up): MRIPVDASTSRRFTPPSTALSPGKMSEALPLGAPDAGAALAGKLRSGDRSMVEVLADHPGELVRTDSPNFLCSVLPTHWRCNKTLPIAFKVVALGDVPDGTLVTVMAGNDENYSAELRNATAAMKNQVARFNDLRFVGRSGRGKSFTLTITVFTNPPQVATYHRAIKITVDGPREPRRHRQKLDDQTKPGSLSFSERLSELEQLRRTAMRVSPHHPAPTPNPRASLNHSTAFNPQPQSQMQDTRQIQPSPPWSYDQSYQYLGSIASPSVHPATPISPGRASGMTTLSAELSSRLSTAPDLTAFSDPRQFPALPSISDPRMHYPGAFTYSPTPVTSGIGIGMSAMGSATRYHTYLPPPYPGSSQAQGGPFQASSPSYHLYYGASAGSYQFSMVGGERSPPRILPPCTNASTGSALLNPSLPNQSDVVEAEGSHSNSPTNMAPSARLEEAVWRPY
# Target sequence (Q13951 whole entry, looked up): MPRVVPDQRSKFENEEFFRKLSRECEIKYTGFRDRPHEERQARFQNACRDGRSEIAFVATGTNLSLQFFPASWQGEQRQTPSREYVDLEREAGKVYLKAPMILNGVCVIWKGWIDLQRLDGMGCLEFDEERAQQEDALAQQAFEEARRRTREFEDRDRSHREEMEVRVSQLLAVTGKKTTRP
#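 Inhibition was taken as any reduction in AlphaScreen signal from the CBF-beta–RUNX1 pair (His and biotin tags, 30 nM each), measured after compound (15 min) and bead (90 min) incubations at room temperature.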
# HTT aggregate: reduces HttQ103-GFP aggregates in PC12 cells | PC12 HttQ103-GFP aggregates, Acumen cytometry, 40 h | Potency, µM (highest dose often 46.1 µM), for the others: top-dose activity change, negative = inhibition, hits mostly inhibitors | actives 1.1% (n = 220,000); further: potency means the concentration at half of the fitted maximal effect; on the % scale 0 is the no-effect control and ±100 the full control effect; nearly all actives have a fitted effect of over 60% in size
#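 Steps: seed 1500 PC12 HTTQ103-GFP cells/well; add tebufenozide, 100 nM final; add compound titration; add ATPLite reagent; quantify GFP aggregates by laser scanning cytometry.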
# Epigenetic derep: epigenetic control regulation, reporter derepression; actives 0.2% (n = 280,000); murine LDR cells, GFP reporter derepression, 30 h; Potency, µM (titrated, usually from 53.9 µM), without a hit: at the top dose GFP activation, actives largely listed as activators; AID 1865; further: potency means the concentration at half of the fitted maximal effect; % of control where 0% means no effect; nearly all actives have a fitted effect of over 60% in size
#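 Murine LDR cells bearing a silenced CMV-driven GFP reporter were exposed to compound for 30 h at 37 C. After PBS washes, GFP-positive cells (20-120 um objects) counted by laser-scanning microplate cytometry.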
# IMPase Li cell: cell-permeable IMPase inhibitors with lithium potentiation | CHO-M1 cells, IP1 TR-FRET (IP-One), carbachol + lithium | Potency, µM (titrated, usually from 59.4 µM), inactives show at the highest dose activity, negative = IMPase inhibition, actives largely listed as inhibitors | actives 0.35% (n = 210,000);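 further: IP1 builds up when IMPase is blocked and the TR-FRET signal falls; potency means the concentration at half of the fitted maximal effect; plate controls were basal vehicle for no effect and high inhibitor control for full effect; nearly all actives have a fitted effect of over 50% in size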
#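 Concentration–response in CHO-M1 cells, lithium-potentiated; 30 min at 37C. IP1 detected by competitive TR-FRET after 10 min lysis at RT. Hill-fitted AC50.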
# L3MBTL1 block: blocks human L3MBTL1; Potency, µM (doses to about 57.1 µM), for the others: top-dose activity, negative = inhibition, usual class: inhibitors; actives 0.66% (n = 230,000); AlphaScreen L3MBTL1–H3K9me1 peptide binding; further: potency means the concentration at half of the fitted maximal effect; on the % scale 0 is the no-effect control and ±100 the full control effect; nearly all actives have a fitted effect of over 60% in size
#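 Displacement of a biotinylated histone H3(1-15) peptide monomethylated at Lys9 (75 nM) from L3MBTL1 (50 nM) was measured by AlphaScreen after a 30 min room-temperature compound incubation; cefsulodin titration served as intraplate control.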
# KinaseGlo FLuc: counter-screen: inhibitors of Kinase-Glo firefly luciferase; Potency, µM (top dose mostly 38.3 µM), without a hit: top-dose activity change, negative = inhibition, usual class: inhibitors; Kinase-Glo luciferase, ATP luminescence, 8 min; AID 1379; actives 0.28% (n = 200,000); further: potency means the concentration at half of the fitted maximal effect; on the % scale 0 is the no-effect control and ±100 the full control effect; nearly all actives have a fitted effect of over 60% in size
#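 Substrate mix (final 50 mM imidazole pH 7.2, 50 mM KCl, 7 mM MgCl2, 10 uM ATP, 0.01% Tween 20, 0.05% BSA) plus pin-tool compound, then Kinase-Glo detection mix; 8 min ambient, luminescence read.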
# * hit, by the source's call; ? = inconclusive; nt = not tested or not shown; [ ] = another dose, or the depositor's remark. The call rests on the fitted dose curve; in most records, active means well fitted curve in the direction sought with a large enough effect; inconclusive means small, poorly fitted or top-dose-only effect, or another doubt; inactive means no such curve, though single readings can be large; an effect the other way counts as inactive or inconclusive. An excerpt; the hit share may differ from the screen's.
SMILES,NPSR antag,CBFb-RUNX1 inh,HTT aggregate,Epigenetic derep,IMPase Li cell,L3MBTL1 block,KinaseGlo FLuc
O=C(NCCSCc1ccco1)c1ccc(CN2CCOCC2)cc1,-7%[46.1 µM],-1%,-2%,0.8%,2%[38.3 µM],nt,-4%
Cn1ccnc1C(=O)c1cc(SCC(=O)NC2CC2)nc2ccccc12,3%,7%,4%,-0.2%,3%,-20%,-8%
COC(=O)C1(CCSC)NC(c2ccccc2F)C2C(=O)N(c3ccc4c(c3)OCCO4)C(=O)C21 (stereo unspecified),-10%,0%,16%,3.4%,6%,-13%,-4%
Cc1ccc(/S(C)=N/S(=O)(=O)c2ccc(C)cc2)cc1 (stereo unspecified),-3%[46.1 µM],-3%,0%,-4.3%,-5%[38.3 µM],2%,5%
CC(C)CNC(=O)C1CCN(c2ccc(S(=O)(=O)N3CCOCC3)cc2)CC1,-8%[7.67 µM],2%,-8%,1.2%,-5%[38.3 µM],0%,0%
CCN(CC)S(=O)(=O)c1cc(NC(=O)[C@@H](NC(N)=O)C(C)C)ccc1C,11%,0%,0%,0.9%,8%,1%,-5%
Cc1ccc(CCC(=O)Nc2nccs2)o1,-26%[46.1 µM],-21%,-16%,-0.1%,-8%[38.3 µM],?,-3%
Cc1cc(NC(=O)C2CC2)ncc1NC(=O)c1ccccn1,4%,6%,12%[9.22 µM],-2.0%,13%,2%,-28%
Cc1cccc2cc(C#N)c(NCc3ccccc3)nc12,-38%,?,14%,-0.2%,8%,26%,2%
CC(C)OC(=O)C(C#N)c1nc2ccccc2nc1N1CCN(Cc2ccc3c(c2)OCO3)CC1 (stereo unspecified),-4%[46.1 µM],-4%,14%,18%,-4%[38.3 µM],3%,16%
COc1ccc(C2c3c(oc4ccccc4c3=O)C(=O)N2Cc2ccncc2)cc1 (stereo unspecified),-12%[46.1 µM],-1%,30%,-0.3%,-2%[38.3 µM],6%,6%
O=C1NC2(CCCCC2)NN1c1ccccc1,-1%[46.1 µM],8%,1%,0.0%,-25%[38.3 µM],nt,-3%
CC(OC(=O)Cn1c(C(F)(F)F)nc2ccccc21)C(=O)N1CCCc2ccccc21 (stereo unspecified),-15%[46.1 µM],1%,-17%,-6.3%,28%[38.3 µM],nt,-2%
Cn1c(SCC(=O)Nc2ccc3c(c2)oc2ccccc23)nnc1-c1ccccc1,-16%[46.1 µM],7%,-6%,-1.1%,4%[38.3 µM],nt,4%
COc1cc(/C=N/NC(=O)c2ccc3nc[nH]c3c2)cc(OC)c1OC,-16%,5%,-7%[9.22 µM],0.9%,nt,11%,nt
COc1ccc2oc(-c3ccc(C)c(NC(=O)c4ccc(N5CCOCC5)c([N+](=O)[O-])c4)c3)nc2c1,-2%[46.1 µM],1%,4%,4.5%,3%[38.3 µM],-3%,-1%
CCNc1nc(-c2ccc(Cl)cc2)cs1,-3%[46.1 µM],-10%,-9%,-1.0%,21%[38.3 µM],-12%,-14%
CCN(CC)C(=O)c1[nH]cnc1C(=O)N[C@@H](CCCCNC(=O)OC(C)(C)C)C(=O)OC(C)(C)C,8%,11%,7%[9.22 µM],0.0%,-11%,6%,nt
COc1cc2c(cc1OC)C(C(=O)NCCN1CCOCC1)C1c3ccccc3CCN1C2=O (stereo unspecified),-5%[46.1 µM],-2%,-2%,0.0%,-1%[38.3 µM],0%,-2%
COCCOC(=O)c1[nH]c2c(c1C)C(=O)CC(c1ccc(F)cc1)C2 (stereo unspecified),3%[46.1 µM],-1%,-1%,1.0%,8%[38.3 µM],0%,1%
Cc1ccc(-c2nc3ccc(C(=O)O)cc3nc2-c2ccc(C)cc2)cc1,-17%[46.1 µM],-1%,-19%,0.9%,-9%[38.3 µM],1%,-3%
CCCN=C1N/C(=C\c2ccco2)C(=O)N1c1ccccc1,-7%[46.1 µM],-7%,11%,1.0%,20%[38.3 µM],nt,1%
COc1cccc(C(=O)Nc2ccc(S(=O)(=O)Nc3nccc(C)n3)cc2)c1,-6%,3%,11%,2.2%,6%,0%,1%
CCN1CCN(C(=O)c2ccc(Sc3ccccc3Cl)c([N+](=O)[O-])c2)CC1,1%,-7%,6%,-1.0%,15%,-10%,1%
CCOc1cc(Cl)c(NC(C)=O)cc1OCC,5%,3%,5%,-1.1%,-3%,-8%,-5%
Cc1cccc(-c2nc3ccccc3c(=O)n2NC(=O)c2cccnc2Cl)c1,17%,2%,-17%,0.0%,-4%,10%,1%
O=C(C1=C[C@@H](c2ccc(C(F)(F)F)cc2)C[C@@H](OCc2ccc(CO)cc2)O1)N1CCN(Cc2ccccc2)CC1,?,6%,30%[9.22 µM],3.1%,-2%,-9%,nt
Cc1ccc2nc(-c3ccc(SCC(=O)Nc4cc(C)on4)nc3)[nH]c2c1,?,-4%,9%,-1.0%,-2%[38.3 µM],5%,-16%
O=C(NCCCl)C1Cc2c(ccc3ccccc23)O1 (stereo unspecified),-2%,3%,7%[9.22 µM],-2.3%,-4%,1%,0%
CCOC(=O)c1sc(NC(=O)c2ccc(CC)s2)nc1C,-9%[46.1 µM],12%,6%,1.0%,-13%[38.3 µM],-14%[11.4 µM],-6%
Cc1ccc(N(CC(=O)NCCc2ccccc2)S(=O)(=O)c2c(C)noc2C)cc1,-14%[46.1 µM],-2%,9%,-1.5%,37%[activator][38.3 µM],nt,-4%
OC1(c2cccnc2)CCN(Cc2nnnn2Cc2ccccc2)CC1,7%,0%,-8%,-0.1%,4%,nt,-3%
COc1cc(NC2c3ccccc3C(=O)N2c2cc(C)ccn2)cc(OC)c1OC (stereo unspecified),-13%[46.1 µM],-3%,11%,-0.2%,3%[38.3 µM],nt,-4%
COc1ccc(CC(=O)NCCc2ccc(S(N)(=O)=O)cc2)cc1,-13%[46.1 µM],-1%,7%[9.22 µM],-3.2%,-23%[38.3 µM],nt,1%
Cc1cc(C)n2nc(-c3cccnc3)nc2n1,0%[46.1 µM],7%,5%,-1.1%,25%[38.3 µM],0%,-4%
COc1ccc(C2CC(c3ccc(Cl)c(Cl)c3)Nc3nc(N)nn32)cc1 (stereo unspecified),-16%[46.1 µM],-5%,-6%,1.7%,6%[38.3 µM],0%,3%
CC(C)=CC(=O)OCC(=O)Nc1cc([N+](=O)[O-])ccc1F,4%[46.1 µM],0%,-20%,2.1%,6%,1%,1%
COc1ccc([C@@H]2C=C(C(=O)O)O[C@H](OCCCCO)C2)cc1,9%,0%,-4%[9.22 µM],-1.7%,nt,nt,nt
CCN(CC)c1ccc(NC2CC(=O)N(CCc3ccc(OC)cc3)C2=O)cc1 (stereo unspecified),-12%,nt,31%[9.22 µM],3.5µM*,nt,nt,nt
CCOc1ccc(N(C)S(=O)(=O)c2ccc3[nH]cc(C(=O)NCCOC)c(=O)c3c2)cc1,-38%,3%,?,-1.4%,3%,nt,2%
C#CCOC(=O)Nc1cnccc1C(F)(F)F,-20%,6%,1%[9.22 µM],1.0%,nt,5%,nt
Cc1ccc(N/C=C/C(=O)C(C)(C)C)c(O)c1,?,-26%,23%[9.22 µM],-1.5%,-17%[38.3 µM],nt,1%
O=C(N/N=C/c1ccccc1)c1ccc(OCc2ccccc2)cc1,-15%,?,0%,-1.1%,-17%,?,-1%
O=C(C1CCN(S(=O)(=O)N2CCCC2)CC1)N1CCCCC1,3%[46.1 µM],2%,5%,0.0%,16%[38.3 µM],nt,-1%
O=C(N/N=C/c1ccncc1)c1cc([N+](=O)[O-])cc([N+](=O)[O-])c1O,-13%[46.1 µM],-7%,-7%,-0.9%,-9%[38.3 µM],-10%,1%
CCn1c(SCC(=O)Nc2cccnc2Cl)nnc1-c1ccccc1,8%,-2%,-1%,-3.1%,6%,4%,-4%
Cc1cccc(-n2cnc(C(=O)NNC(=S)Nc3ccccc3)c2)n1,-10%,nt,-23%,2.6%,6%,?,1%
CCOC(=O)c1c(C)nc2sc(C(=O)Nc3ccccc3)c(N)c2c1-c1ccc(OC)cc1,-9%[46.1 µM],?,?,0.7%,-7%[38.3 µM],16%,-8%
O=[N+]([O-])c1ccc(Cl)c(/C=N/N2CCN(C3c4ccccc4-c4ccccc43)CC2)c1,-1%[46.1 µM],-2%,15%,-0.9%,1%[38.3 µM],0%,-1%
Cn1cnnc1SCC(=O)Nc1ccc(OC(F)F)cc1,3%,1%,0%,-0.1%,3%,3%,1%
C[C@@H]1CC=C[C@H]2[C@H]1C(=O)N(Cc1ccccc1)[C@H]2c1ccoc1,-18%,4%,-31%[9.22 µM],3.2%,nt,nt,nt
O=C(CNC(=O)c1ccc(Cl)cc1)OCC(=O)N1CCCC1,10%,2%,2%,-3.2%,-7%,5%,8%
Cn1c(=O)[nH]c(=O)c2c1nc(Br)n2CCCCSc1nc2ccccc2o1,-5%[46.1 µM],1%,-24%,-7.4%,2%[38.3 µM],4%,3%
COc1ccc(CCNC(=O)c2ccc(NS(=O)(=O)c3c(C)noc3C)cc2)cc1OC,-23%[46.1 µM],2%,22%,-1.5%,-11%[38.3 µM],5%,4%
O=S(=O)(c1ccccc1S(=O)(=O)N1CCCCC1)N1CCCCC1,-1%[46.1 µM],1%,11%,-1.2%,10%[38.3 µM],-8%,-4%
C/C(=N/NC(=O)CNC(=O)c1ccccc1F)c1ccc2c(c1)CCCC2,-10%,3%,25%,-3.0%,20%,16%,0%
CCOC(=O)CC1(CC(=O)OCC)NC(=O)c2c(C)sc(C(=O)OCC)c2N1,-6%[46.1 µM],8%,-23%,-0.8%,0%[38.3 µM],-9%,-2%
CC(=O)N/C(=C\c1cccc([N+](=O)[O-])c1)C(=O)NC(C)C,9%,8%,5%,-1.8%,-3%,-2%,-4%
Cc1ccc(N/C(CSC(N)=O)=N\S(=O)(=O)c2ccc(C)cc2)cc1,-18%[46.1 µM],2%,1%,0.1%,27%[38.3 µM],nt,-2%
O=C(CCc1nc2cccnc2n1Cc1ccccc1)N1CCOCC1,-9%[46.1 µM],-2%,6%[9.22 µM],-6.2%,-1%[38.3 µM],nt,1%

# Some of the entries so far, with two lines to a compound:
# Value order – NPSR antag, CBFb-RUNX1 inh, HTT aggregate, Epigenetic derep, IMPase Li cell, L3MBTL1 block, KinaseGlo FLuc
O=S(=O)(c1ccccc1S(=O)(=O)N1CCCCC1)N1CCCCC1
  -1%[46.1 µM], 1%, 11%, -1.2%, 10%[38.3 µM], -8%, -4%
CC(=O)N/C(=C\c1cccc([N+](=O)[O-])c1)C(=O)NC(C)C
  9%, 8%, 5%, -1.8%, -3%, -2%, -4%
C[C@@H]1CC=C[C@H]2[C@H]1C(=O)N(Cc1ccccc1)[C@H]2c1ccoc1
  -18%, 4%, -31%[9.22 µM], 3.2%, nt, nt, nt
